Screening data: PubChem BioAssay, several laboratories
Insulin prom up: MIN6 insulin promoter up-regulation. 0.3% of 190,000 active. MIN6 insulin promoter-GFP reporter, high-content imaging; hits give high values. z-score at 5 µM;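 active means z-score above 3 at 5 µM with at least 500 cells counted in the well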
b-catenin transl: alters nuclear translocation of beta-catenin in HeLa cells; AID 1665; nuclear translocation activity, % at 5 µM; immunofluorescence imaging; 0.3% of 190,000 active;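 active means nuclear translocation activity above 50% at 5 µM, with a well cell count of 50 or more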;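 further: per-cell ratio of nuclear to cytoplasmic median beta-catenin stain intensity; plate controls were DMSO negative control for no effect and GSK-3 inhibitor IX positive control for full effect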
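Signal – beta-catenin immunofluorescence imaging with DAPI · Test system – human HeLa cell line · Dosing – 5 µM primary single dose, 0.1% DMSO, 0.02–20 µM confirmation series · Measure – % activation, nuclear-to-cytoplasmic median beta-catenin signal ratio per cell · Incubation – 24 h compound exposure at 37°C, 5% CO2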
MT stabilizer: stabilizes microtubules in HeLa cells | % tubulin-high responders, % at 10 µM | HeLa tubulin immunostaining HCS, 24 h; share of cells brighter than vehicle mean+2SD | 0.83% of 200,000 active | AID 2205;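 active means plate Z-score above 3 for both tubulin-high and condensed-nucleus cell shares, with cell loss under 80%, at 10 µM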;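 further: anti alpha tubulin signal scored within the nucleus-defined area of each cell; some results filed as inactive read as strong as hits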
human PMI inhibition: MPI enzyme activity inhibition – biochemical, fluorescence intensity, coupled assay, primary screen (AID 1209); inhibition, % at 20 µM; hits with a dose series show IC50 in µM; purified PMI enzyme, coupled fluorescence intensity; higher % means a stronger effect; 0.42% of 190,000 active;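 further: plate controls were DMSO vehicle for no effect and wells lacking substrate for full effect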
human PMI inhibitors: human PMI inhibitors, high substrate, primary screen, biochemical, fluorescence intensity, high mannose 6-phosphate (AID 1220) | inhibition, % at 20 µM; hits with a dose series show IC50 in µM | recombinant PMI enzyme, coupled fluorescence intensity; higher % means a stronger effect | 0.66% of 190,000 active
Hep lipid drop: hepatic lipid droplet formation modulation. inhibition, % at 6.5 µM. AML12 mouse hepatocytes, oleate lipid droplets, BODIPY imaging. 0.4% of 240,000 active;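 active means lipid droplet intensity inhibited by at least 50%, with more than 500 cells counted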
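Assay system: AML12 hepatocytes (mouse); Probe or stimulus: oleic acid at 100 µM to induce lipid droplet formation; Dosing: compound at 6.5 µM only; Schedule: compound with oleate, overnight; Detection: fluorescence imaging, 20x objective, two fields per well; Measure: % inhibition of lipid droplet signal.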
Autophagy mod: autophagy modulation, high-content screen; MEF GFP-LC3 puncta imaging; test concentration mostly 10 µM; calls only at 10 µM (by protocol); 0.98% of 190,000 active; AID 463193;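 active means percentage of spot-positive cells more than 3 SD above its plate mean, without a fluorescence outlier flag or 80% toxicity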;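 further: spot-positive cell cutoff set from DMSO-treated cells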
T cell HTS: T cell immune modulators affecting CD8 T cell-vesicle binding; 2C CD8+ T cell-vesicle binding, flow cytometry; hits give low values; calls only at 7 µM; 0.068% of 330,000 active;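 active means response, share of CD8 T cells binding vesicles, and their 90th percentile fluorescence all below set limits, cut at about 80% in these data, passing the limit was not always enough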
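material = purified 2C TCR transgenic mouse naive CD8+ T cells | controls = Unloaded micro-vesicles (low), QL9 vesicles with 0.7% DMSO (high) | detection = cytometric PE anti-B7-1 and Alexa647 anti-CD8 signals after 1% paraformaldehyde fixation | incubation = binding step 1.5 h, 37 °C, antibody labelling 20 min, ice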
TNAP activation fold: stimulation of alkaline phosphatase TNAP activity – biochemical, luminescent, no phosphate acceptor, uHTS, primary screen (AID 1001); purified TNAP, luminescent activation assay, no phosphate acceptor; higher activation fold means a stronger effect; activation fold at 20 µM, or EC50 in µM where a hit was titrated; 0.03% of 200,000 active; in the data active means activation fold from about 3, or a potency from the dose series; inactive means the rest, 99 in 100 with activation fold below about 1.6; further: many of its hits are not listed in these tables
Insulin prom up cell count: recorded beside Insulin prom up, whose call it bears; cell count; measured here: cytotoxicity, nuclei count;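 total cells summed across four imaged fields per well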
Hep lipid drop cells 6.5 µM: further read-out of Hep lipid drop, marked with its call; cell count; measured here: cell count, cytotoxicity flag;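 cells counted across two imaged fields per well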
b-catenin transl cell count 5 µM: second read-out of b-catenin transl, no call of its own (marks repeat the call); cell count; measured here: cell count, cytotoxicity flag
T cell HTS vesicle-bound %: also measured in T cell HTS; calls as there; double positive events, %; measured here: CD8+ vesicle-bound cell fraction;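 binding gate set so that unloaded-vesicle control wells show 10% double positive cells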
MT stabilizer Hoechst-high %: second read-out of MT stabilizer, no call of its own (marks repeat the call); % Hoechst-high responders; measured here: nuclear condensation Hoechst responders;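 share of cells brighter than vehicle mean plus two SD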
MT stabilizer cytotoxicity %: further read-out of MT stabilizer, marked with its call; toxicity, %; measured here: cytotoxicity by cell density;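 0% = mean cell density of plate MIN control wells and 100% = no cells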
Autophagy mod cell loss 18 h: also measured in Autophagy mod; calls as there; toxicity, %; measured here: cell loss, nuclei count;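 cell loss after 18 h compound exposure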
* marks the source's active call; other numbers are inactive results; i = inactive; . = not tested or not shown; + = active, no number. Unless noted, no stated cut-off is given here; in the data, active means inhibition above about 50%; inactive means the rest. Compounds were not picked by outcome; about 2.9% have a hit in one of these screens.

entry	structure	Insulin prom up	Insulin prom up cell count	b-catenin transl	b-catenin transl cell count 5 µM	MT stabilizer	MT stabilizer Hoechst-high %	MT stabilizer cytotoxicity %	human PMI inhibition	human PMI inhibitors	Hep lipid drop	Hep lipid drop cells 6.5 µM	Autophagy mod	Autophagy mod cell loss 18 h	T cell HTS	T cell HTS vesicle-bound %	TNAP activation fold
1	CCCCCNc1nc(-c2ccccc2)cs1	-1.55	815	-3.7	1245	1.4	1.5	5.9	6.5%	-0.7%	12.2	843	i	1.3	i	19.0	1.1
2	O=C(CSCc1c(Cl)cccc1Cl)Nc1cccnc1	0.29	1179	0.2	1053	5.5	1.5	9.6	-2.9%	-7.2%	10.1	777	i	9.3	i	54.8	1.1
3	Cc1nc(-c2cccnc2)sc1C(N)=O	-0.49	1603	0.1	1297	1.6	1.1	7.5	0.9%	3.4%	.	.	i	-2.3	i	33.4	1.1
4	CCOC(=O)C1CCCCN1Cc1ccc(F)c(Br)c1 (stereo not given)	1.03	955	.	.	1.8	1.6	6.2	-7.6%	-9.8%	-10.8	823	i	-0.6	i	24.4	1.2
5	COc1ccc(N=c2oc3c(OC)cccc3cc2C(=O)NCc2ccco2)cc1OC	-0.76	747	-0.4	863	7.9	6.2	9.2	-4.1%	-7.7%	-1.1	661	+	-5.7*	i	58.6	0.9
6	CCCN(CCC)S(=O)(=O)c1ccc(C(=O)NCc2n[nH]c(=S)n2-c2ccc(Cl)c(Cl)c2)cc1	-1.37	1619	-4.4	1084	3.0	2.9	9.8	10.2%	5.6%	-21.2	704	i	30.1	i	51.5	1.5
7	Cc1cc(NS(=O)(=O)c2ccc(NC(=O)C(C)N3C(=O)c4ccccc4C3=O)cc2)nc(C)n1 (stereo not given)	-0.62	1359	.	.	4.4	1.8	6.2	6.0%	-0.2%	8.8	701	i	0.3	i	51.0	1.1
8	Cc1ccc(C(=O)N(CC(=O)NC2CCCC2)c2ccc3c(c2)OCCO3)s1	0.59	1307	0.3	1110	4.7	1.5	11.4	-7.0%	4.0%	-7.9	703	i	12.4	i	31.4	1.1
9	CCc1ccc(-c2csc3ncn(CC(=O)N4CCOCC4)c(=O)c23)cc1	0.32	858	.	.	1.2	1.3	6.8	-3.5%	-7.7%	15.4	833	i	8.2	i	56.7	1.3
10	CC1CC(C)CN(CC(=O)Nc2ccc(S(N)(=O)=O)cc2)C1 (stereo not given)	0.27	1798	-0.8	1001	2.3	1.8	4.1	14.5%	13.7%	1.1	712	i	-0.1	i	36.3	1.1
11	CCn1cc(/C=C/C(=O)Nc2c(C)nn(Cc3ccccc3C)c2C)cn1	0.1	1184	.	.	3.0	2.2	2.8	0.5%	2.9%	-5.7	730	i	-4.3	i	44.5	1
12	Cc1ccc(C)c(N2CCN(C(=O)c3cccn4c(=O)c5sccc5nc34)CC2)c1	-0.68	1270	0.7	1069	3.5	3.7	7.1	-2.5%	-5.1%	-13.0	668	i	-1.7	i	35.6	1.1
13	O=C(O)CCC(=O)Nc1ccc2c(c1)oc1ccccc12	0.22	1284	-1.2	1100	2.4	1.5	5.5	11.3%	13.1%	-6.4	610	i	-5.3	i	41.6	1.1
14	CCCC1=C(C(=O)OCC)C(c2ccc(O)cc2)n2ncnc2N1 (stereo not given)	0.48	1302	0.0	1051	4.2	1.4	5.2	13.1%	9.6%	-25.8	725	i	-7.8	i	11.9	1.1
15	COCCCNC(=O)CCn1c(=O)c2ccccc2n(CC(=O)Nc2ccc(C)cc2C)c1=O	0.2	1245	.	.	3.1	2.0	5.8	3.2%	1.4%	-15.0	494	i	0.6	i	44.7	1.1
16	O=C(CSCc1cnn(-c2ccccc2)c1-n1cccc1)NCc1cccs1	0.94	961	-3.6	1126	1.2	1.2	6.0	14.3%	8.0%	-12.0	744	i	-11.2	i	23.3	1.1
17	COc1cc(/C=N/NC(=O)CCc2n[nH]c(=O)[nH]c2=O)cc(OC)c1OC	0.06	1495	0.1	1077	1.8	2.4	9.7	23.3%	9.6%	18.9	717	i	-12.1	i	48.1	1
18	O=C(Cn1nc2sc3ccccc3n2c(=O)c1=O)c1ccc(Cl)cc1	-0.26	1120	-0.1	1259	.	.	.	.	.	-3.2	702	.	.	i	36.3	.
19	CCOC(=O)C1=c2/c(=C/c3ccncc3)c(N)c(C(=O)OC)n2C(=O)C(c2ccncc2)S1 (stereo not given)	-0.62	1437	-1.9	1092	1.8	1.9	10.1	1.7%	3.1%	-18.7	679	i	16.3	i	23.4	1.1
20	O=C(Nc1ccc(Cl)cn1)c1ccc(COc2ccccc2Br)o1	-0.54	1210	.	.	1.6	1.9	7.4	11.4%	13.2%	9.2	716	i	29.6	i	37.0	1.1
21	C=CCn1c(=O)/c(=C/c2ccc(Cl)cc2)s/c1=C(/C#N)c1nnc2n1CCCCC2	-1.85	956	-1.9	1176	3.6	1.0	3.5	6.0%	1.9%	-1.6	755	i	6.7	i	46.1	1
22	O=C(CSc1nnc(-c2cc(-c3cccs3)nc3ccccc23)o1)NC1CCCCC1	0.05	874	16.9	1100	4.0	2.6	11.0	1.6%	-1.8%	-5.4	669	i	-25.4	i	25.3	1.1
23	CCN(CC)C(=O)c1ccc(C(=O)c2c(C)cc(C)cc2C)cc1	.	.	.	.	2.9	3.1	2.6	11.1%	4.7%	3.4	796	i	5.0	i	16.0	1.2
24	COc1ccc(OC)c(-n2c(-c3cccc(C)c3)n[nH]c2=S)c1	-0.3	1602	-2.8	1090	2.8	1.8	5.8	1.4%	6.1%	-11.5	644	i	0.7	i	24.6	1.2
25	COc1ccc(CCNC(=O)c2ccc(-c3ccc([N+](=O)[O-])cc3Cl)o2)cc1	-0.96	1412	-1.3	1157	5.3	3.5	5.3	9.2%	-1.2%	-0.3	670	i	-6.1	i	6.9	1
26	Cc1cc(N2CCN(c3ccccc3)CC2)nc(-n2nc(C)cc2C)n1	-1.07	968	-1.1	1488	8.7	2.3	3.7	1.2%	6.9%	.	.	i	4.3	i	29.5	1.1
27	COc1ccc(NC(=O)Nc2cccs2)cc1OC	0.32	927	.	.	2.4	2.7	9.7	-1.6%	-8.5%	22.3	837	i	-5.3	i	6.8	1.1
28	N#Cc1c(N2CCN(C(=O)c3ccco3)CC2)nc(-c2ccccc2)c2c1CCCC2	-0.49	508	-2.8	913	5.5	4.2	0.5	8.8%	1.8%	.	.	i	7.5	i	32.2	1.1
29	COC(=O)c1ccc(CSc2nc3c(cnn3-c3ccccc3)c(=O)[nH]2)o1	-0.68	1244	-3.0	1184	3.8	1.7	1.8	-8.1%	-6.9%	-17.2	702	i	-9.4	i	14.9	1.1
30	CN(Cc1nc(-c2ccccn2)no1)S(=O)(=O)c1ccc(Br)cc1	0.34	1213	.	.	3.2	1.8	10.2	15.6%	16.9%	-1.7	711	i	-4.2	i	48.6	1.1
31	CCc1ccc(/C=C2/C(=O)N(CC)C(=S)N2C)s1	0.62	1260	-0.6	535	4.5	2.6	0.2	-2.9%	-1.8%	-24.4	716	i	2.4	i	59.3	0.9
32	CCOc1ccccc1-c1nnc(SCC(=O)Nc2ccccc2)o1	-0.82	1308	-0.7	1022	4.3	2.5	5.5	12.7%	12.9%	-3.9	711	i	8.1	i	30.3	1.1
33	Cc1cc2c(cc(C(=O)NCCCN3CCOCC3)n2Cc2ccc(Cl)cc2)o1	-0.66	1709	1.6	888	6.8	1.4	8.7	-1.4%	-12.7%	-2.6	593	i	17.2	i	58.0	1.1
34	CC(OC(=O)CCCOc1ccccc1)C(=O)NC(N)=O (stereo not given)	1.77	798	-0.7	1048	2.1	2.1	5.2	12.2%	8.9%	-2.3	790	i	-2.8	i	57.1	1.1
35	[O-][n+]1onc2c1C(N1CCOCC1)CCC2N1CCOCC1 (stereo not given)	-0.15	1235	-1.0	1224	1.3	1.8	10.7	13.8%	13.2%	9.4	814	i	-8.3	i	1.4	1.1
36	CCOC(=O)Cn1c(-c2ccccc2)ccc(C#N)c1=O	.	.	0.8	1508	2.9	1.3	9.9	-1.8%	-1.3%	4.5	648	i	11.7	i	67.9	1.1
37	O=C(CN1CCN(c2ccccc2F)CC1)N1N=CCC1c1ccccc1 (stereo not given)	-1.13	708	-1.0	1048	2.7	2.4	8.9	-17.1%	-14.5%	4.8	658	i	7.8	i	56.0	0.9
38	O=C(c1ccc(C(F)(F)F)cc1)C1CCCN(C(=O)CN2C(=O)CSC2=O)C1 (stereo not given)	0.31	1430	0.7	977	3.1	2.0	3.8	10.8%	4.6%	0.7	646	i	-22.5	i	14.9	1.1
39	CCOCCCNC(=O)CN1CCN(c2ccc(F)cc2)CC1	.	.	.	.	3.2	2.1	5.5	11.2%	5.9%	.	.	i	-2.8	i	20.6	1.1
40	C=CCC1(O)C(=O)N2C(=C1C(=O)OCC)c1ccc3ccccc3c1CC2(C)C (stereo not given)	.	.	.	.	1.8	2.1	10.3	1.3%	2.3%	.	.	i	15.9	i	48.8	1
41	COc1c(Cl)cc(Cl)cc1C(=O)Nc1ccc(NC(=O)c2cccs2)cc1	-1.04	1124	-0.4	1427	12.9	4.1	3.2	5.8%	11.4%	.	.	i	-25.2	i	9.3	1
42	COc1ccc(/C=C2\NC(=S)N(CC3CCCO3)C2=O)c(OC)c1C (stereo not given)	-0.25	832	.	.	1.1	0.7	8.1	5.0%	6.6%	-9.0	792	i	-4.0	i	66.0	1

2 records picked at random from the list so far, as already listed:
entry	structure	Insulin prom up	Insulin prom up cell count	b-catenin transl	b-catenin transl cell count 5 µM	MT stabilizer	MT stabilizer Hoechst-high %	MT stabilizer cytotoxicity %	human PMI inhibition	human PMI inhibitors	Hep lipid drop	Hep lipid drop cells 6.5 µM	Autophagy mod	Autophagy mod cell loss 18 h	T cell HTS	T cell HTS vesicle-bound %	TNAP activation fold
18	O=C(Cn1nc2sc3ccccc3n2c(=O)c1=O)c1ccc(Cl)cc1	-0.26	1120	-0.1	1259	.	.	.	.	.	-3.2	702	.	.	i	36.3	.
9	CCc1ccc(-c2csc3ncn(CC(=O)N4CCOCC4)c(=O)c23)cc1	0.32	858	.	.	1.2	1.3	6.8	-3.5%	-7.7%	15.4	833	i	8.2	i	56.7	1.3
